# Screening results (PubChem BioAssay)
# RAD54 inh – RAD54 (human) branch migration inhibition; Q92698; RAD54 Holliday junction branch migration, FAM/BHQ fluorescence; inhibition, % at 10.4 µM; hit rate 0.14% among 360,000; AID 602329;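 active = mean normalized replicate activity at least 40 and at least half of replicates scoring 40 or more; inconclusive = only one of the two criteria met; inactive = mean below 40 and under half of replicates reaching 40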;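 note: 0% = median of neutral control wells and 100% = median of positive control wells; inhibitors cause a drop in the FAM fluorescence signal; in these data hits start at about 50%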
# FN deposit inh – fibronectin deposition inhibition; hit rate 0.086% among 350,000; inhibition, % at 12.6 µM; AH1F fibroblasts, Alexa488-fibronectin deposition fluorescence, overnight;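 active = mean inhibition across replicates of 30% or more, regardless of how many single replicates reach that level; inconclusive = mean under 30% yet at least half of replicates reach 30%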;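 note: positive control wells lacked labelled fibronectin entirely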
#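 Schedule: 1 h cell adhesion before compound, then overnight fibronectin incubation; test system: AH1F fibroblast monolayer depositing Alexa488-labelled fibronectin into matrix; quantity: 10000 AH1F cells per well; probe or stimulus: fluorescent fibronectin at 24 nM final; signal: fluorescence, ex 485 nm, em 525 nm; evaluation: percent inhibition as loss of matrix-bound fibronectin fluorescence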
# RAD52 inh – blocks human RAD52 DNA annealing | P43351 | recombinant RAD52 DNA annealing, FRET fluorescence | inhibition, % at 18.7 µM | hit rate 0.46% among 360,000;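 active = every replicate showing at least 50% inhibition; inconclusive = mean inhibition at least 50% but not in every replicate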
# Target sequence (P43351 whole entry, looked up): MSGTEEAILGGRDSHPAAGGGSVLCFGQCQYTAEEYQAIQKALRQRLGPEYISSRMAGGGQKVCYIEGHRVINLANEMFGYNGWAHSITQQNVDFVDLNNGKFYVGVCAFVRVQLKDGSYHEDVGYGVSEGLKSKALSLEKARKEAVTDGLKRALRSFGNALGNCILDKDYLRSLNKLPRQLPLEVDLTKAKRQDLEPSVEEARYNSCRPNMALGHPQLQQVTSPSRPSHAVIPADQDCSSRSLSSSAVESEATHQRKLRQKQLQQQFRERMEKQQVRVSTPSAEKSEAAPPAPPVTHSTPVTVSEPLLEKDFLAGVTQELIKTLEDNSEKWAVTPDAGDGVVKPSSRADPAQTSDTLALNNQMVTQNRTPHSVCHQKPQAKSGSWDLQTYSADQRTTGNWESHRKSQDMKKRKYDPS
# Xi reactivation – reactivates the inactive X chromosome in mouse fibroblasts; hit rate 0.055% among 360,000; activation, % at 7.58 µM; XiGFP mouse fibroblasts, % GFP-positive cells imaging, 3 d; cells co-treated with 5-aza-dC sensitizer; scaled so ellipticine positive control = 100%;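 active = mean normalized replicate activation at least 10% and every replicate at or above 10%; inconclusive = only one of the two criteria met; inactive = mean below 10% and not all replicates reach 10%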;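 note: 0% = median of on-plate neutral control wells and 100% = ellipticine 6 µM median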
#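 System: SV40-immortalized XiGFP fibroblast cells, line 68-5-11 / Incubation: 3-day compound exposure, then 15 min fixation at room temperature / Compound: single concentration per compound, delivered by pin transfer / Buffer or medium: DMEM plus 5-aza-dC sensitizer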
# EWS-Fli block – EWS/Fli transcriptional activity inhibition; hit rate 0.67% among 350,000; inhibition, % at 12.6 µM; A673 NR0B1-luciferase reporter, viability-normalised; AID 651661;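 active = mean inhibition of at least 50% after viability correction, with every replicate also passing that limit; inconclusive = mean reaches 50% but only one of two replicates passes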;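 note: firefly luciferase signal divided by Alamar Blue viability fluorescence both relative to DMSO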
# E-selectin induc – E-selectin induction on HUVECs; P16581; HUVEC E-selectin immunofluorescence imaging; normalized: neutral wells 0, TNF-alpha wells 100; activation, % at 7.58 µM; hit rate 0.37% among 260,000;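 active = mean E-selectin-positive cell signal at least 10% of the positive control, reached in at least 60% of replicates, without over 20% cell loss; inconclusive = no rule given, readout overlaps actives, possibly toxicity-flagged; inactive = the rest, including those meeting only one limit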;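 note: in these data hits start at about 27%; measured in HUVEC primary endothelial cells; signal is the percent of cells scored E-selectin positive by PE staining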
#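 System: HUVEC / Compound: single concentration / Signal: immunofluorescence imaging / Read-out: percent E-selectin-positive cells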
# S100A4 inh HTS – blocks human S100A4 binding to myosin IIA peptide | inhibition, % at 10.7 µM | P26447 | hit rate 0.14% among 360,000 | S100A4/TAMRA-MyoIIA peptide fluorescence polarization | AID 652163;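 active = mean inhibition of at least 70% across replicates, with every replicate also reaching that level; inconclusive = mean inhibition reaches 70% but some replicates fall short; inactive = mean inhibition below 70%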
# Target sequence (P26447 whole entry, looked up): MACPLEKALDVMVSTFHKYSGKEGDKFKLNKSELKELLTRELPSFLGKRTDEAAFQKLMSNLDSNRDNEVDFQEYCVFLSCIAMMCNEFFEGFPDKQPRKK
#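 Test system: S100A4 monomer protein; Medium: HEPES pH 7.2 with CaCl2, KCl, NaCl, DTT, Triton; Probe or stimulus: TAMRA-labelled myosin IIA heavy-chain peptide probe, 5 nM; Doses: one dose per compound; Times: polarization read 5 min after assay mix addition, stable 5–60 min; Benchmarks: neutral control DMSO, positive control TFP.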
# esBAF inh – inhibitors of esBAF chromatin remodeling in mouse ES cells | AID 602393 | reporter increase, % at 12.5 µM | Bmi1-luciferase knock-in reporter, 24 h; 100% = twice the neutral-well signal | hit rate 2% among 350,000; in the data active = activation above about 40%; inconclusive = no clear call, values can overlap the other calls;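 note: 0% = median of the plate's neutral control wells and 100% = double that signal; a rise in the Bmi1 reporter signal indicates esBAF inhibition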
# An asterisk follows results filed as active; ? = inconclusive; . = not tested or not shown; & = joins results of further samples.
SMILES,RAD54 inh,FN deposit inh,RAD52 inh,Xi reactivation,EWS-Fli block,E-selectin induc,S100A4 inh HTS,esBAF inh
NC(Cc1ccc(C(F)(F)F)cc1)c1csc(Nc2ncccn2)n1 (configuration not stated),4,-3,-11,0.0,-6,4.0,-7,.
COc1ccc(-c2nnn(CC(=O)N3CCN(c4ccc(F)cc4)CC3)n2)cc1,-12,-9,-14,-0.1,3,8.8,2,-3
COCCNC(=O)C[C@H]1C[C@H]2c3cc(NC(=O)C4CCOCC4)ccc3O[C@H]2[C@H](CO)O1,-11,4,-4,0.0,-2,0.2,3,-4
COc1ccc(Nc2nc(NCC3CCCO3)c3ccccc3n2)c(OC)c1 (configuration not stated),?,-2,54*,0.1,6,.,3,-4
O=C(O)CC(NS(=O)(=O)Cc1ccccc1)c1cccc([N+](=O)[O-])c1 (configuration not stated),0,5,-19,0.5,-1,0.8,0,-7
Cn1c(SCc2ccccn2)nnc1-c1ccccc1,.,4,-10,-0.5,-1,3.1,-3,.
O=C(C[C@H]1C[C@@H]2c3cc(NC(=O)C4CCC4)ccc3O[C@@H]2[C@H](CO)O1)NCc1cc(F)ccc1F,11,-4,12,0.0,-4,0.0,-4,-2
COc1ccc(NC(=S)NCCc2c[nH]c3ccccc23)c(OC)c1,-6,-2,-10,0.1,4,1.6,2,-2
N#CC1=C(S)N(c2ccccc2)C(c2cccs2)NC1=O (configuration not stated),-9,.,-21,.,0,.,0,-7
O=C(CNC(=O)c1nn(Cc2ccccc2)c(=O)c2ccccc12)Nc1ccc(F)c(F)c1F,0,-3,-7,0.0,9,8.1,3,-2

# Overlap with the part before: three entries, then new ones.
SMILES,RAD54 inh,FN deposit inh,RAD52 inh,Xi reactivation,EWS-Fli block,E-selectin induc,S100A4 inh HTS,esBAF inh
COc1ccc(NC(=S)NCCc2c[nH]c3ccccc23)c(OC)c1,-6,-2,-10,0.1,4,1.6,2,-2
N#CC1=C(S)N(c2ccccc2)C(c2cccs2)NC1=O (configuration not stated),-9,.,-21,.,0,.,0,-7
O=C(CNC(=O)c1nn(Cc2ccccc2)c(=O)c2ccccc12)Nc1ccc(F)c(F)c1F,0,-3,-7,0.0,9,8.1,3,-2
COc1ccc(S(=O)(=O)Nc2ccc3c(c2)C(=O)N([C@@H](C)CO)C[C@@H](C)[C@@H](CN(C)S(=O)(=O)c2c(C)noc2C)O3)cc1,1,.,-5,-0.8,-13,0.1,-11,2
O=C(CSc1nc(CCC2CCCC2)nc2ccccc12)NCc1ccc2c(c1)OCO2,-1,-11,-12,0.2,8,-0.2,-7,-3
O=C(CCCN1C(=O)c2ccccc2C1=O)NCCc1ccc(OC(F)F)cc1,-1,-3,-8,0.0,-4,0.1,-5,-2
COc1ccccc1-c1ccc2c(c1)O[C@@H](CN(C)C)[C@H](C)CN([C@@H](C)CO)S2(=O)=O,-5,7,7,-0.9,4,-0.4,2,1
COc1cc(N(C)C)ccc1[C@]1(O)C(=O)N(C)c2ccc(Br)cc21,.,3,-12,0.1,-3,0.0,-8,.
NC(=O)c1nnsc1-c1ccc(-c2snnc2C(N)=O)cc1,.,-3,-13,0.0,-11,0.0,6,.
Cc1ccc(-c2cc(C(=O)N3CCN(c4ccccc4O)CC3)c3ccccc3n2)o1,7,5,-3,0.0,.,2.5,1,.
COCCn1cnc2c1c(=O)n(CC#N)c(=O)n2Cc1ccccc1,2,0,-18,-0.1,6,-0.1,-4,-4
CCCN1[C@@H]2Cn3c(ccc(-c4ccccc4F)c3=O)[C@H]1[C@@H](C(=O)NCCOC)[C@@H]2CO,3,.,3,-0.1,3,-0.4,.,1
O=C1CCC(=O)N1c1ccccc1,-1,8,-21,0.0,5,.,4,2

# Retrieved one by one from the list above:
SMILES,RAD54 inh,FN deposit inh,RAD52 inh,Xi reactivation,EWS-Fli block,E-selectin induc,S100A4 inh HTS,esBAF inh
NC(=O)c1nnsc1-c1ccc(-c2snnc2C(N)=O)cc1,.,-3,-13,0.0,-11,0.0,6,.
O=C(CCCN1C(=O)c2ccccc2C1=O)NCCc1ccc(OC(F)F)cc1,-1,-3,-8,0.0,-4,0.1,-5,-2
O=C(CSc1nc(CCC2CCCC2)nc2ccccc12)NCc1ccc2c(c1)OCO2,-1,-11,-12,0.2,8,-0.2,-7,-3

# Later entries
SMILES,RAD54 inh,FN deposit inh,RAD52 inh,Xi reactivation,EWS-Fli block,E-selectin induc,S100A4 inh HTS,esBAF inh
Cc1ccc(NC(=O)CC2(CC(=O)O)CCCC2)c(C)c1,9,4,-9,-0.1,-2,3.9,-7,-8
COCCN(C(=O)COC(=O)Cc1ccc(Cl)cc1)c1c(N)n(Cc2ccccc2)c(=O)[nH]c1=O,-8,-6,-8,0.4,-8,-0.1,19,-6
COCCn1c(=O)[nH]c2cc(C(=O)Nc3cccc(F)c3)ccc2c1=O,-3,7,-15,.,-36,-0.1,1,19
O=C(CN1C(=O)NC2(CCCCCC2)C1=O)Nc1ccc(Br)cc1Br,-5,4,9,0.0,7,.,18,-3
CN(C)C(=O)C[C@H]1C[C@@H]2c3cc(NC(=O)C4CCOCC4)ccc3O[C@@H]2[C@H](CO)O1,10,-9,12,0.1,-4,0.1,3,1
CCCCN(C(=O)COC(=O)C1(c2ccccc2)CC1)c1c(N)n(CCC)c(=O)[nH]c1=O,-3,16,-9,0.0,3,0.1,-3,-8
CCOc1ccc(CN2CCNC(=O)C2CC(=O)NCc2cc(C)n(C)n2)cc1 (configuration not stated),5,-10,-12,0.3,.,0.1,-1,5
O=C(Nc1nccs1)c1cccc2ccccc12,1,-15,-15,0.2,5,.,2,-5
COc1cc(N)c(Cl)cc1Cl,.,-14,-10,0.0,8,.,-5,.
CCOC(=O)CN(C(=O)COc1nc(-c2ccccc2)cc(C)c1C#N)c1ccc(F)cc1,.,6,-14,0.2,25,.,12,.
O=S1(=O)N=C(N(CCO)/N=C/c2ccc(Br)cc2)c2ccccc21,-2,4,-12,0.1,8,-0.1,-2,2
COC(=O)C[C@@H]1C[C@H]2c3cc(NS(=O)(=O)c4ccc(F)cc4)ccc3O[C@H]2[C@H](CO)O1,5,15,-3,0.3,-4,0.7,5,3
COCC#Cc1ccc([C@H]2[C@H](CO)N3C(=O)CN(C(=O)C4CC4)C[C@@H]23)cc1,.,-3,-8,0.1,-5,-0.1,-8,.
CC(=O)NNC(=S)Nc1cccc(F)c1,-5,-1,-28,0.1,-22,51*,-3,.
O=C(NCc1cn2ccsc2n1)c1cccs1,-9,1,-4,0.1,-19,0.3,1,2
COc1cc(/C=N/Nc2ccccc2)ccc1O,0,0,-11,0.3,-14,.,-15,22
COCCNC(=S)N1CCC(Cc2ccccc2)CC1,.,.,4,0.2,0,.,0,.
O=S1(=O)CCC(N(N=Cc2ccco2)c2ccccc2)C1 (configuration not stated),.,3,-6,0.1,-8,1.5,3,.
FC(F)(F)c1ccc2c(c1)N1CCCC1CN2 (configuration not stated),-1,-25,-2,0.1,2,58*,-8,-2
COc1cccc(CN2CCN(Cc3cccc4nonc34)CC2CCO)c1 (configuration not stated),5,-15,-6,0.0,11,.,-19,-1

# Copied from the list.
# E-selectin induc with `O=C(NCc1cn2ccsc2n1)c1cccs1` : 0.3
# S100A4 inh HTS with `O=S1(=O)N=C(N(CCO)/N=C/c2ccc(Br)cc2)c2ccccc21` : -2

# The list goes on.
SMILES,RAD54 inh,FN deposit inh,RAD52 inh,Xi reactivation,EWS-Fli block,E-selectin induc,S100A4 inh HTS,esBAF inh
CN(C)S(=O)(=O)c1cccc(NC(=O)CC23CC4CC(CC(C4)C2)C3)c1,0,.,-12,-0.1,4,0.0,1,6
COc1ccc(C(c2c(NC(C)=O)sc3c2CCCC3)N2CCN(CCO)CC2)cc1OC (configuration not stated),4,-30,-12,0.0,6,-0.1,0,-2
CCc1cccc(C)c1NC(=O)CN1C(=O)NC(Cc2ccccc2)C1=O (configuration not stated),.,-3,-11,0.0,2,-1.8,-7,.
C[C@@H]1CN([C@H](C)CO)C(=O)c2ccccc2-c2ccccc2CO[C@@H]1CN(C)Cc1cccc(C(=O)O)c1,-24,3,4,-0.1,1,0.1,-2,-1
O=C(NCC(=O)N(c1ccc(Cl)cc1)C(C(=O)NC1CCCC1)c1cccnc1)c1ccco1 (configuration not stated),-1,5,-5,0.2,-2,.,0,6
O=C(O)c1ccc(S(=O)(=O)Nc2ccc3c(c2)OCCO3)cc1,-1,1,0,0.2,-4,14,-2,3
CC(C)(C)c1cc(NC(=O)C2(C)CCN2C(=O)C2(c3ccccc3)CC2)no1 (configuration not stated),8,1,-3,0.2,12,-0.5,5,6
C[C@H]1CN([C@@H](C)CO)C(=O)c2cc(-c3ccc(C#N)cc3)cnc2O[C@@H]1CN(C)Cc1cncnc1,1,-16,-11,-1.1,23,0.0,-21,-3
COCCOC(=O)N1C(=O)[C@@]2(c3ccccc31)[C@H](C(=O)N1CCN(c3ncccn3)CC1)[C@H]1C(=O)O[C@H](c3ccccc3)[C@H](c3ccccc3)N1[C@@H]2c1ccccc1OCCO,-5,.,5,.,9,.,-6,.
CC1(Cc2ccc(F)c(Cl)c2)C(=O)Nc2c(Cl)cccc21 (configuration not stated),-2,4,-9,0.0,0,0.7,-2,-9
CCC(=O)N1CCn2c1nc1ccccc12,3,.,-5,.,0,.,6,3
O=C(CSc1ccc2nnc(-c3cccs3)n2n1)N1CCCC1,.,1,-9,0.1,5,0.1,8,.
NC(=S)N/N=C/c1ccc2ccccc2c1,.,.,-81,0.0,5,.,0,.
CC1(C)C(c2cccs2)=[N+]([O-])C2(CCCCC2=O)N1O (configuration not stated),.,8,-7,0.0,0,-1.3,-2,2
Cc1noc(C)c1COc1ccccc1C(=O)NC1CCC(C)CC1 (configuration not stated),-8,3,-6,0.0,2,.,2,3
CCCCc1ccc(NC(=O)C(C)CC)cc1 (configuration not stated),.,-5,-2,0.1,-52,2.0,-1,.
O=C(C1CCOCC1)N1C[C@@H]2N[C@H](C1)C2c1ccc(/C=C/c2ccccc2)cc1 (some centres not stated),.,0&8,.,0.1&0.1,-13&-28,0.1&0.1,.,.
CC1(C)CC(=O)C(=Cc2cn(CCC#N)nc2-c2ccc(F)cc2)C(=O)C1,-4,6,-14,-0.1,4,0.0,-1,1
CC(C)CC#Cc1cnc2c(c1)C(=O)N([C@@H](C)CO)C[C@@H](C)[C@H](CN(C)Cc1ccccn1)O2,-5,-7,7,-0.2,3,-0.3,-1,-1
O=C(CCNS(=O)(=O)c1ccccc1)N1CCCC1,-11,.,-8,0.4,.,-0.3,-2,1
